uPA surface inh – blocks generation of uPA at the cell surface; actives 0.31% (n = 330,000); Potency, µM (top dose mostly 38.3 µM), inactives show at the top dose activity change, negative = inhibition, hits mostly inhibitors; cell surface uPA generation assay, qHTS; AID 540303; active = well fitted inhibition curve with a large enough effect; inconclusive = small, poorly fitted or top-dose-only effect; inactive = no such curve, though single readings can be large or run the other way; tested in mouse RAW 264.7 cells; note: potency is the fitted concentration of half-maximal effect; % is set by controls: 0 for no effect and ±100 for the full control effect; nearly all actives have a fitted effect of over 55% in size
ELG1 genotox – genotoxicity induction in ELG1-luciferase HEK293T cells | HEK293T ELG1-luciferase reporter, luminescence, 16 h | Potency, µM (highest dose often 46 µM), without a hit: at the highest dose activity change, positive = activation, usual class: activators | actives 1.3% (n = 330,000); note: potency is the fitted concentration of half-maximal effect; % of control where 0% means no effect; nearly all actives have a fitted effect of over 60% in size
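Quantitative HTS format in 1536-well plates. HEK293T ELG1-luciferase reporter cells receive test compound and are incubated 16 hr at 37 °C, 5% CO2; ONE-Glo added, 30 min room temperature, then luminescence read.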
B2AR arrestin – agonists driving beta-arrestin recruitment to human beta2-adrenergic receptor; beta-arrestin recruitment to beta2AR, cell-based reporter; Potency, µM (series often up to 46.1 µM), for inactives: at the top dose activation, most hits filed as activators; actives 0.02% (n = 330,000); AID 492947;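 note: potency is the fitted concentration of half-maximal effect; 0% = DMSO controls and full agonism = EC100 isoproterenol or metaproterenol; nearly all actives have a fitted effect of over 65% in size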
p53 reactivation – mutant p53 re-activation in reporter cells | Potency, µM (top dose mostly 92.2 µM), without a hit: at the top dose activity change, positive = activation, actives largely listed as activators | actives 0.063% (n = 320,000) | H1299 p53-A138V BP100-luciferase reporter, luminescence, 24 h; note: potency is the fitted concentration of half-maximal effect; % of control where 0% means no effect; nearly all actives have a fitted effect of over 45% in size
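H1299 (p53-null), stable ts p53-A138V + BP100-Luc; 1000 cells/well, Opti-MEM/10% FBS; cpd 4 pt, 1:5; 24 h, 37 deg C, 5% CO2; detection reagent 10 min RT; luminescence.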
TRPV1 ag – agonists of human vanilloid receptor 1 (TRPV1) | Q8NER1 | TRPV1-expressing cells, Fluo-8 calcium influx, agonist mode | activation, % at 8.33 µM | actives 0.19% (n = 320,000) | AID 540275; in the data active = activation above about 80%; inconclusive = between about 30% and that limit; note: 0% is about no effect
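Cells expressing TRPV1 were dye-loaded with Fluo-8 and read kinetically: 10 s baseline, 3 min after compound (agonist portion), then 2 min after EC20 capsaicin (allosteric enhancer portion). Calcium-bound dye fluorescence at 480/520 nm.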
S-ASM inh – inhibitors of human secretory acid sphingomyelinase | P17405 | actives 0.006% (n = 340,000) | Potency, µM (titrated, usually from 57.5 µM), inactives show at the highest dose activity change, negative = inhibition, actives largely listed as inhibitors | placental ASM, HMU-PC fluorogenic substrate, 60 min; note: potency is the fitted concentration of half-maximal effect
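Human placenta-derived ASM preincubated with compound 10 min at room temperature, then reacted with 9 uM (final) fluorogenic HMU-PC substrate for 60 min at 37 C. Stop solution raises pH to 10; fluorescence read at Ex 386/Em 447 nm.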
USP2a block – inhibitors of human ubiquitin-specific protease USP2a | O75604 | USP2 core, Ub-CHOP2 coupled fluorogenic reporter, 485/531 | Potency, µM (highest dose often 38.3 µM), for the others: at the top dose activity change, negative = inhibition, most hits filed as inhibitors | actives 0.01% (n = 330,000);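 note: potency is the fitted concentration of half-maximal effect; plate controls were DMSO wells for no effect and full inhibition by NEM control for full effect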
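USP2 core (10nM final) preincubated 30min RT with compound in 20mM Tris-HCl pH 8.0, 2mM CaCl2, 2mM beta-mercaptoethanol, 0.05% CHAPS; 25nM Ub-CHOP2 plus 25nM reporter substrate added, fluorescence (Ex485/Em531) read after 60min.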
Integrin act MD – activates integrin-mediated alleviation for muscular dystrophy | alpha7betagal myoblasts, beta-gal FDG fluorescence, 48 h | Potency, µM (top dose mostly 38.3 µM), inactives show at the highest dose activation, hits mostly activators | actives 0.064% (n = 350,000);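 note: potency is the fitted concentration of half-maximal effect; 100% = response of the positive control SU9516; nearly all actives have a fitted effect of over 60% in size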
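alpha7betagal+/- myoblasts (passage 13, 250/well) treated 48 h at 37C with compounds at 1:260 dilution of DMSO stock. Lysed, then beta-galactosidase activity read as FDG fluorescence (ex 480/em 540) after 30 min, with pre-read for autofluorescence.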
BRCA1 expr act – increases BRCA1 expression | MCF7-BRCA1-FFLuc reporter, luminescence, 48 h; response scale: scaled: vehicle 0%, 10 µM genistein 100% | Potency, µM (series often up to 46.1 µM), inactives show top-dose activation, most hits filed as activators | actives 1.1% (n = 380,000) | AID 624202; note: potency is the fitted concentration of half-maximal effect; nearly all actives have a fitted effect of over 80% in size; some results filed as inactive show a strong effect at the top dose
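Reporter cells (MCF7, BRCA1 promoter-firefly luciferase) received library compounds across a concentration series for 48 h. End-point luminescence was measured and concentration-effect curves derived after normalization.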
TSG101-PTAP inh – blocks PTAP/TSG101 interaction to inhibit HIV-1 budding | Q99816 | Fluorescence polarization, FITC-PTAP peptide / Tsg101 binding | Potency, µM (series often up to 115 µM), without a hit: at the highest dose activity change, negative = inhibition, most hits filed as inhibitors | 340,000 tested, under 10 active | AID 493005; active = well fitted inhibition curve with a large enough effect in the main read-out, with a control signal flat, not every such curve was filed as active; inconclusive = small, poorly fitted or top-dose-only effect, or effect the other way, or a change in a side signal; inactive = no such curve, though single readings can be large or run the other way; note: potency is the fitted concentration of half-maximal effect; % of control where 0% means no effect
Target sequence (Q99816 whole entry, looked up): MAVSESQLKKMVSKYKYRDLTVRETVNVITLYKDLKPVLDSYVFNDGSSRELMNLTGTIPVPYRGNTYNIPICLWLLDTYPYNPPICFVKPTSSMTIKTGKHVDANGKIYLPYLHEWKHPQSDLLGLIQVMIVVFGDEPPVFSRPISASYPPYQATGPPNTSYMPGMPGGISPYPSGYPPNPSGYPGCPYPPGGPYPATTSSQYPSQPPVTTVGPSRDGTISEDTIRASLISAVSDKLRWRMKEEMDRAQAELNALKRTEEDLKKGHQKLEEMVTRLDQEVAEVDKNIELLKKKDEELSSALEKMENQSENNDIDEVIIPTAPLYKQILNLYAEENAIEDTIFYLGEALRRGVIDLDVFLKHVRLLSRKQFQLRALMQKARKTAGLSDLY
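Compounds were pin-transferred onto Tsg101 binding domain (10 uM final) in HEPES pH 7.5 buffer, then FITC-PTAP peptide was added at 50 nM final. After 20 min at RT, polarization reported peptide displacement across a qHTS concentration series.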
Eya2 phos inh – blocks the phosphatase activity of human Eya2; O00167; recombinant Eya2, OMFP fluorescence dephosphorylation (OMFP is methylfluorescein phosphate); Potency, µM (top dose mostly 76.9 µM), without a hit: top-dose activity, negative = inhibition, hits mostly inhibitors; actives 0.006% (n = 330,000); note: potency is the fitted concentration of half-maximal effect; % is set by controls: 0 for no effect and ±100 for the full control effect
Target sequence (O00167 whole entry, looked up): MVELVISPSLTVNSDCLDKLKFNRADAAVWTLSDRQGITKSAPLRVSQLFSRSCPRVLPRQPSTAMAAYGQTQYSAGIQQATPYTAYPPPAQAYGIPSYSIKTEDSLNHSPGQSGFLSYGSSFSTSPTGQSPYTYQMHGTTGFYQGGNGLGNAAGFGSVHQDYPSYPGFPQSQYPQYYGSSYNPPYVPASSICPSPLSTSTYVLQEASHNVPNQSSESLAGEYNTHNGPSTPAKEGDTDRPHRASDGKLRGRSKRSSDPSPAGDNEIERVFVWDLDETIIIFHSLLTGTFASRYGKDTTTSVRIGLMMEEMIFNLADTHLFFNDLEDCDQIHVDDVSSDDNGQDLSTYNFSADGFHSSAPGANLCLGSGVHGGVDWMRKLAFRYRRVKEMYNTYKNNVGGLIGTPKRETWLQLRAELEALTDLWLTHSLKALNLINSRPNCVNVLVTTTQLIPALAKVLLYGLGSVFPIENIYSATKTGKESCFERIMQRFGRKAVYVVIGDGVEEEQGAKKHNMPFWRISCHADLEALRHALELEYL
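Eya2 protein (added as 0.2 uM solution) was preincubated with compound for 10 min at ambient temperature in 50 mM HEPES pH 7.5, 50 mM NaCl, 5 uM MgCl2, 0.05% BSA, 1 mM DTT. OMFP (added at 50 uM) then reacted 10 min; fluorescence read at 485/525 nm.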
* marks the source's active call; other numbers are inactive results; u = inconclusive; x = not tested or not shown; [ ] = remark or other dose. Unless noted, calls come from the whole dose curve; as a rule, active = well fitted curve in the direction sought with a large enough effect; inconclusive = small, poorly fitted or top-dose-only effect, or another doubt; inactive = no such curve, though single readings can be large; an effect the other way counts as inactive or inconclusive. An unsorted share of the library, and some 2.6% of all compounds hit somewhere here.

SMILES | uPA surface inh | ELG1 genotox | B2AR arrestin | p53 reactivation | TRPV1 ag | S-ASM inh | USP2a block | Integrin act MD | BRCA1 expr act | TSG101-PTAP inh | Eya2 phos inh
CCCc1nccn1S(=O)(=O)c1cc(OC)ccc1OC | 0% | 0% | -0.3% | -1% | -2 | 4% | -2% | -2% | 2% | -4% | -20%
CN(C)c1ccc(-c2ccc3oc(-c4ccsc4)cc(=O)c3c2)cn1 | -16% | u | -0.2% | 19% | x | 49% | -1% | 5% | u | -13% | 7%
CC(C)c1nc(C#N)c(NCCCn2ccnc2)o1 | -3% | -5% | 0.0% | 1% | 2 | 2% | -5% | 19% | -22% | -3% | 22%
COc1ccccc1C(=O)NC(=O)COC(=O)C1CCC1 | -6% | -4% | 0.1% | 4% | 1 | 2% | 2% | -15% | 18% | 0% | 15%
CC(C)CNC(=O)C1Nc2ccccc2C2C=CCC12 (stereo unspecified) | -3% | x | x | x | x | 10% | x | -6% | 2% | -11% | x
Cc1nn(-c2ccccc2)c(Cl)c1/C=N/NC(=O)c1nn(C)cc1[N+](=O)[O-] | 1% | 6% | 0.0% | u | -1 | 0% | 0% | -45% | -43% | 4% | 0%
NC(=O)c1ccccc1N=Cc1cccnc1 | 4% | x | x | x | x | 77%[activator] | x | -12% | 2% | 1% | x
CCOC(=O)N1CCC(N2C(=O)c3ccccc3C2Nc2c(C)cccc2C)CC1 (stereo unspecified) | 7% | -1% | -0.2% | -4% | 28 | 3% | 3% | 11% | -4% | -1% | -3%
CC(NC(=O)CCc1nc2cc(S(=O)(=O)N3CCOCC3)ccc2n1C)c1ccc(S(N)(=O)=O)cc1 (stereo unspecified) | 10% | -1% | 0.4% | 6% | 2 | 4% | 3% | 11% | -2% | -1% | -8%
OCC1OC(n2cnc3c(SCc4ccccc4)ncnc32)C(O)C1O (stereo unspecified) | 5% | x | x | x | x | -1% | x | 14% | -77% | 1% | x
O=C(CNc1ccccc1)N/N=C/c1ccc2c(c1)OCCO2 | 0% | 1% | -0.1% | 13% | -4 | 1% | 0% | 17% | 65% | -1% | 8%
CC(C)Oc1ccc(C(=O)Nc2cc(S(=O)(=O)N3CCOCC3)ccc2N2CCOCC2)cc1 | -8% | -3% | 0.0% | -5% | 1 | -3% | 3% | -26% | -68% | 1% | -16%
CCOC(=O)c1c(S(=O)(=O)Nc2ccccc2OCC)c(C)n(C)c1C | -1% | 2% | 0.3% | -7% | 0 | -3% | 4% | u | -19% | -2% | -2%
Cc1cc(C)c(C)c(S(=O)(=O)Nc2ccccc2C(=O)O)c1C | 2% | -3% | -1.0% | -2% | 8 | -3% | 0% | u | -22% | -5% | 4%
Cc1ccc(NC(=O)COC(=O)CCC2CCCC2)c(Br)c1 | 5% | 1% | -0.2% | -5% | 27 | -2% | 4% | -24% | 8% | 0% | -23%
O=C(Nc1ccccc1)Nc1ccccc1C(=O)NCc1ccccc1 | 0% | 1% | -0.2% | -3% | 4 | -4% | 1% | -16% | 12% | 0% | 9%
CCOC(=O)C1(CCOc2ccccc2)CCN(Cc2ccc(C#CCCO)cc2)CC1 | u | -1% | -0.4% | x | 19 | 1% | -6% | -36% | -31% | 1% | u
CC(C)C(NC(=O)c1c(F)cccc1F)C(=O)NCc1ccncc1 (stereo unspecified) | 7% | -4% | -0.3% | -3% | -3 | x | 1% | 0% | -11% | 0% | -27%
CCCn1nnnc1NCc1cccn1C | x | -12% | -0.1% | 2% | 1 | 4% | 3% | -10%[7.66 µM] | 12% | -2% | 11%
CCC(NC(=O)C1C2C=CC(C2)C1C(=O)O)c1ccc(C)cc1 (stereo unspecified) | 7% | -5% | 0.0% | u | -2 | 6% | -1% | 7% | -3% | -2% | 2%
CCS(=O)(=O)n1c(Cc2cccs2)nc2ccccc21 | 12% | 1% | -1.0% | 8% | 6 | -3% | 1% | 17% | 15% | -1% | 20%
CCOC(=O)C1=Nc2ccccc2C1=[N+]=[N-] | -9% | -28% | -0.4% | -2% | -4 | 1% | 5% | -38% | -81% | 0% | 7%
COc1ccc([N+](=O)[O-])cc1NC(=O)C(C)OC(=O)Cc1ccc(OC)c(OC)c1 (stereo unspecified) | 2% | 5% | -1.9% | 14% | x | -4% | -1% | -6% | 0% | -1% | 4%
CSc1ccccc1C(=O)Nc1cccc([N+](=O)[O-])c1 | 6% | 0% | -0.5% | 5% | -3 | -1% | -1% | 14% | -6% | -2% | 2%
CCCOc1ccc(C2C(=O)N(C3CCCCC3)CC(=O)N2C2CC2)cc1OC (stereo unspecified) | x | 2% | -0.2% | 1% | 5 | -2% | -2% | -20% | -13% | -5% | 3%
COc1ccc(CCNC(=O)[C@H](CCSC)NC(=O)N2CCn3c2nc2ccccc23)cc1OC | -6% | -2% | -0.3% | 4% | -1 | 0% | -1% | 3% | -5% | -3% | 9%
Oc1ccccc1CNc1ncc(Br)cc1Br | 4% | 6% | -0.1% | 8% | 4 | -16% | -1% | 15% | -24% | -3% | 16%
C=CCSc1nnc(NC(=O)CN2C(=O)NC3(CCCC3)C2=O)s1 | 7% | 2% | 0.3% | 5% | 1 | -3% | 0% | 6% | -9% | 0% | 12%
CCOC(=O)CN1NC2(CCCCCC2)NC1=S | 7% | 0% | -0.8% | 1% | 1 | 5% | 0% | -2% | -14% | 0% | -4%
Cc1onc(-c2c(Cl)cccc2Cl)c1-c1nnc(-c2ccc(Cl)cc2)o1 | 4% | -2% | 0.2% | 0% | 18 | -1% | 0% | -4% | -42% | -3% | 6%
Cc1nnc(SCc2ccccc2)nc1/C=C/NOCc1ccc(Cl)cc1Cl | 3% | 0% | -0.4% | 5% | 7 | -11% | 2% | 16% | 6% | 0% | 12%
COc1ccccc1Nc1nc(NCC(C)C)nc(N)c1[N+](=O)[O-] | 1% | -7% | 0.0% | -6% | 4 | -23% | 0% | -22% | -37% | 0% | 3%
CC(C)(C)c1ccc(C(=O)N/N=C/c2ccc(OCCCF)cc2)cc1 | x | 1% | 0.1% | 2% | u | 1% | 3% | -149%[inhibitor] | -1% | 0% | 1%
CC(C)(C)OC(=O)N1CCC(CNC(=O)Nc2ccccc2)CC1 | -3% | -3% | -0.2% | 2% | u | 1% | -1% | 44% | 14% | -3% | -4%
CN(c1ccccc1)S(=O)(=O)c1ccc(C(=O)OCC(=O)NCc2ccco2)cc1 | -2% | -3% | 0.1% | 5% | 6 | -4% | -1% | 7% | -11% | -1% | 14%
COc1cc(NC(=S)N2CCN(S(=O)(=O)c3ccc(C)cc3)CC2)cc(OC)c1 | 4% | 3% | 0.4% | 1% | -2 | -6% | 4% | -5% | -6% | 0% | 1%
CCSc1ccc2cc(OC)ccc2[n+]1CC | -4% | -1% | -0.1% | 2% | 2 | 435%[activator] | -5% | -38% | -3% | -2% | -2%
Cc1cc(-c2n[nH]c(=S)n2/N=C/c2cc([N+](=O)[O-])ccc2Cl)n[nH]1 | -7% | 5% | -1.7% | 7% | 0 | -7% | 1% | -43%[inhibitor] | -34% | -2% | -4%
Cc1cc(CN(C)C(=O)c2cc(COc3ccc(F)cc3Cl)on2)n[nH]1 | x | u | -0.8% | 7% | u | 12% | 4% | 0% | 7.9µM* | 0% | 2%
CCC(Sc1nc(C)cc(C)n1)C(=O)Nc1cc(C)on1 (stereo unspecified) | 2% | 4% | 13% | -2% | 1 | 2% | -1% | -15% | 4% | -5% | 4%
COC(=O)CCCCC1SCC(NC(=O)OC)C1NC(=O)OC (stereo unspecified) | 1% | -1% | 0.0% | -1% | 1 | 1% | 3% | -10% | 14% | 1% | -2%
CC(=O)c1c(C(C)=O)c(C)n(Cc2ccc(Cl)cc2)c1C | -4% | -6% | 0.1% | -2% | 1 | 3% | 3% | -23% | -8% | -6% | -9%
Cc1nn(-c2ccccc2)nc1CNC(=O)C1CCC1 | -2% | 5% | -0.3% | 7% | 19 | 4% | 11% | 37% | 36% | -3% | 3%
COC(=O)c1cc(C(=O)NCC2CCCCC2)cc([N+](=O)[O-])c1 | 0% | -5% | -0.7% | 1% | u | -1% | 3% | u | -33% | -1% | -2%
O=c1cc(N2CCN(c3ccccc3)CC2)[nH]c(=O)n1C1CCCCC1 | -5% | 17% | -0.4% | -2% | 0 | 4% | 2% | 1% | 0% | 0% | 5%

Compound activity from PubChem BioAssay.
